Screening data deposited in PubChem BioAssay by National Center for Advancing Translational Sciences (NCATS).
4MU fluor = compound fluoresces in the 4-MU spectral region; actives 11% (n = 59,000); max dye-equivalent concentration, M; compound autofluorescence, 340/450 nm, 4-MU equivalents; hits give high values; in the data active = max dye-equivalent concentration above about 10 nM; inconclusive = mostly about 1.1 nM to 9.6 nM
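Compounds in 100 mM Tris, pH 8.0, incubated 15 min at room temperature, then fluorescence read at 340 nm excitation/450 nm emission. Signal converted to 4-MU dye-equivalent concentration using an on-plate six-point 4-MU standard curve.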
Epigenetic mod = derepresses silenced GFP locus in mouse C127i cells; mouse C127i GFP locus derepression, cytometry, 30 h; Potency, µM (top dose mostly 46.1 µM), without a hit: top-dose GFP derepression (activation); actives 0.09% (n = 68,000); AID 597; also: % of control where 0% means no effect
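Murine C127i mammary cells carrying a silenced, stably integrated CMV-driven GFP reporter were treated with compound for 30 hours at 37 C. After PBS washes, GFP-positive cells were counted by laser-scanning microplate cytometry.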
BRCT inh red = BRCT-phosphoprotein interaction inhibition (red fluorophore); BRCT-phosphopeptide binding, red fluorescence polarization; Potency, µM (highest dose often 76.9 µM), for the others: top-dose activity change, negative = inhibition, most hits filed as inhibitors; actives 0.03% (n = 75,000); also: % is scaled to controls: 0 for no effect and ±100 for the full control effect
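Fluorescence polarization: 100 nM His-tagged BRCA1 BRCT with 100 nM TAMRA-labelled phospho-BACH1 decapeptide, phosphate buffer pH 7.3 with 150 mM NaCl, DTT, 0.01% Tween 20; 12 min RT. Binding inhibition seen as FP decrease.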
HBB splicing = alters splicing of the hemoglobin beta chain; HBB splicing reporter cell assay, activation; EGFP reporter with mutant IVS2-654 intron; response scale: normalised to 500 nM splice-correcting PNA; Potency, µM (top dose mostly 46.1 µM), for the others: top-dose activation, most hits filed as activators; actives 0.06% (n = 65,000); AID 925; also: potency is read from the fitted curve at half-maximal effect; 0% is about no effect
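HeLa cells stably expressing EGFP interrupted by mutant beta-globin intron 2 (IVS2-654), 500/well in 2% FCS. Treated with compound for 2 days at 37C. Splicing correction scored as total well GFP intensity (488 nm excitation, 500-520 nm emission); 500 nM antisense PNA served as control.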
A350 autofl = compounds fluorescent in Alexa 350 spectral region. max dye-equivalent concentration, M. AID 590. Compound autofluorescence, 340/450 nm, Alexa 350 dye-equivalents; hits give high values. actives 11% (n = 59,000); in the data active = max dye-equivalent concentration above about 10 nM; inconclusive = mostly about 1.1 nM to 9.6 nM
CRE Fsk mod = modulators of forskolin-stimulated CRE signaling in CHO cells; Potency, µM (top dose mostly 38.2 µM), for the others: at the top dose activity change, negative = inhibition, most hits filed as activators; CHO CRE-bla reporter (cAMP response element driving beta-lactamase), forskolin EC10, beta-lactamase ratio; actives 2.5% (n = 71,000); AID 662; active = well fitted activation curve with a large enough effect in the signal ratio, with a control signal flat, not every such curve was filed as active; inconclusive = small, poorly fitted or top-dose-only effect, or effect the other way, or a change in a side signal; the % refers to the signal ratio; also: potency is read from the fitted curve at half-maximal effect; % of control where 0% means no effect
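CRE-bla CHO cells stimulated with EC10 NKH 477 (water-soluble forskolin) and compound titrations, 3 h at 37C; beta-lactamase read with CCF4 after 2 h at room temperature. Activity from 460/530 nm emission ratio, AC50 values for positive or negative modulation.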
DNA Pol III inh = blocks replication by bacterial DNA polymerase III holoenzyme. reconstituted DNA polymerase III holoenzyme replication, biochemical. Potency, µM (doses to about 57.1 µM), inactives show top-dose activity change, negative = inhibition. actives 0.25% (n = 71,000). AID 603; also: potency is read from the fitted curve at half-maximal effect; % is scaled to controls: 0 for no effect and ±100 for the full control effect
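Reconstituted *E. coli* holoenzyme (0.35 nM Pol III, 1 nM beta, 154 nM SSB, 2 nM primase) was preincubated with compound for 15 min at RT. Synthesis on 1.4 nM ssM13Gori ran 35 min, then was stopped with PicoGreen/EDTA and read as dsDNA fluorescence.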
BRCT PPI green = inhibitors of human BRCA1 BRCT-phosphoprotein interaction (green fluorophore) | BRCA1 BRCT-phosphopeptide binding, green fluorescence polarization | Potency, µM (titrated, usually from 76.9 µM), inactives show at the highest dose activity change, negative = inhibition, usual class: inhibitors | actives 0.05% (n = 75,000);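 also: potency is read from the fitted curve at half-maximal effect; plate controls were peptide without protein for full effect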
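Compounds were incubated for 12 min at room temperature with a complex of 100 nM fluorescein-tagged pBACH1 decapeptide and 250 nM His-tagged BRCT protein. Buffer was phosphate pH 7.3 with EDTA, DTT and Tween 20. Disruption of binding lowers the polarization signal.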
Hsp90 Hop PPI = changes Hsp90-Hop TPR2A binding signal, up or down. Potency, µM (top dose mostly 57 µM), without a hit: at the top dose activity change, negative = inhibition. actives 0.44% (n = 71,000). AID 595. AlphaScreen TPR2A-His6 binding biotin-Hsp90 C-terminal peptide; active = well fitted curve in either direction with a large enough effect; inconclusive = small, poorly fitted or top-dose-only effect, or another doubt; also: potency is read from the fitted curve at half-maximal effect; % is scaled to controls: 0 for no effect and ±100 for the full control effect; many of its hits are not listed in these tables
ALOX15 inhib = inhibitors of human 15-lipoxygenase (ALOX15); purified 15hLO-1, xylenol orange hydroperoxide absorbance; Potency, µM (top dose mostly 57.1 µM), for the others: top-dose activity change, negative = inhibition, actives largely listed as inhibitors; actives 1.4% (n = 74,000); AID 887; also: potency is read from the fitted curve at half-maximal effect; % is scaled to controls: 0 for no effect and ±100 for the full control effect; nearly all actives have a fitted effect of over 55% in size
Target sequence (P16050 whole entry, looked up): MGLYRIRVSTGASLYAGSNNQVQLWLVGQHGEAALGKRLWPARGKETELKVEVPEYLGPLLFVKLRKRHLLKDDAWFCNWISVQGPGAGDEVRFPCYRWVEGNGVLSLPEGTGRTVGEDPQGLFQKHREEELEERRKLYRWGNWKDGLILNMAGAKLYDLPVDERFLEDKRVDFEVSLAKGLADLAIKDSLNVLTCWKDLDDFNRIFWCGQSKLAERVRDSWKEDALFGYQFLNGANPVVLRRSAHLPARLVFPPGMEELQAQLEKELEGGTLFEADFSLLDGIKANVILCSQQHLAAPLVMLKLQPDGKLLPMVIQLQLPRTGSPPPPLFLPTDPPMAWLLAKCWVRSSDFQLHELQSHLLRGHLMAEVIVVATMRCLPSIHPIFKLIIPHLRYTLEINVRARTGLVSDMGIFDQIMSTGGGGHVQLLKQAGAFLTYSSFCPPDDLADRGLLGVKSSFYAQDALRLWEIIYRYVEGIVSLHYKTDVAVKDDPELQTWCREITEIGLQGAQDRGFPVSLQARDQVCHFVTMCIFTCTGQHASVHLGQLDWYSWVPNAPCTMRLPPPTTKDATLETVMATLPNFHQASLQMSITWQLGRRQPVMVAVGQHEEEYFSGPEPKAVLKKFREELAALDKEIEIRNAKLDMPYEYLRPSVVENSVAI
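Purified human 15hLO-1 (40 nM) in 25 mM Hepes pH 7.5, 0.01% Triton X-100, preincubated 15 min RT with compound, then 50 uM arachidonic acid for 6 min. Hydroperoxide read by ferrous/xylenol orange, 30 min; 573/405 nm absorbance ratio gave progress.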
Ub-GFP proteasome = inhibits proteasome, raising ubiquitin-GFP reporter fluorescence; Ubiquitin-GFP reporter cells, proteasome inhibition, GFP fluorescence; response scale: untreated = 0%, 10 µM MG-132 = 100%; Potency, µM (series often up to 45.9 µM), for inactives: at the top dose activation (GFP accumulation), hits mostly activators; 67,000 tested, under 10 active; active = well fitted activation curve with a large enough effect, not every such curve was filed as active; inconclusive = small, poorly fitted or top-dose-only effect, or another doubt; inactive = no such curve, though single readings can be large or run the other way; also: potency is read from the fitted curve at half-maximal effect
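Proteasome blockade was scored as a rise in GFP-expressing U2OS cells carrying a ubiquitin(G76V)-GFP construct, imaged after 4 hr compound treatment at 37 °C across a 46 uM–2.9 nM series.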
An asterisk follows results filed as active; i = inactive; ? = inconclusive; / = no result given; [ ] = dose if it differs, or a comment. Unless noted, calls follow the shape of the dose curve; as a rule, active = well fitted curve in the direction sought with a large enough effect; inconclusive = small, poorly fitted or top-dose-only effect, or another doubt; inactive = no such curve, though single readings can be large; an effect the other way counts as inactive or inconclusive.

SMILES	4MU fluor	Epigenetic mod	BRCT inh red	HBB splicing	A350 autofl	CRE Fsk mod	DNA Pol III inh	BRCT PPI green	Hsp90 Hop PPI	ALOX15 inhib	Ub-GFP proteasome
CC(C)Cc1nccs1	/	/	-0.3%	-1.2%	/	-8%	-8%	0.1%	-2%	11%	/
Cc1cccc2cc(CN(Cc3ccco3)S(=O)(=O)c3ccc4c(c3)OCCO4)c(=O)[nH]c12	i	-1%	0.1%	-0.1%[57.5 µM]	i	-7%	10%	0.6%	-7%	-21%	3%
CNC(=O)c1cc2cc(Cl)cc(OC)c2oc1=O	?	-3%	1.0%	0.0%	?	?	0%	-0.8%	-3%	7%	14%
Cc1cc2c(c(=O)n1CCCn1ccnc1)C(c1ccco1)C(C#N)=C(N)O2 (configuration not stated)	?	-5%	-0.7%	0.1%	?	?	-4%	1.1%	-6%	12%	-2%
CC(C)CN(CCCNC(=O)CC1Oc2ccccc2NC1=O)CC(C)C (configuration not stated)	i	2%	-0.8%	4.1%	i	5%	-1%	-0.3%	2%	-2%	-3%
CCCc1nnc(NC(=O)CCC(=O)N2CCN(CCOc3ccc(C)cc3)CC2)s1	i	2%	1.7%	2.8%	?	-6%	-6%	-1.2%	-3%	3%	-5%
Cc1cc(Cc2cc(Cc3cc(C)cc(C(C)(C)C)c3O)c(C)cc2C)c(O)c(C(C)(C)C)c1	i	-3%[9.22 µM]	0.5%[15.4 µM]	1.5%[9.22 µM]	i	-4%[7.6 µM]	-13%[11.4 µM]	-0.5%[15.4 µM]	-13%[11 µM]	-22%[11.4 µM]	-10%[9.17 µM]
N#Cc1ccccc1-c1ccc2ncnc(NCCN3CCOCC3)c2c1	i	8%[9.22 µM]	1.6%	0.1%	i	?	-7%	-0.5%	-6%	7%	-5%
O=C(O)C1C2C=CC(O2)C1C(=O)NC1CCCc2ccccc21 (configuration not stated)	i	0%	-0.5%	1.7%	i	?	-3%	1.6%	1%	5%	6%
Cc1nc(Cc2nnc(SCc3nc(N)nc(Nc4ccccc4C)n3)o2)cs1	i	1%	0.1%	-3.0%	i	?	-1%	-0.9%	-10%	14%	-5%
O=c1c(-c2ccc(Cl)cc2)nc2cnc(Oc3ccccc3)nc2n1C1CC1	?	5%[9.22 µM]	-0.4%	0.4%	?	?	-3%	-1.4%	1%	-10%	8%
CCc1ccccc1NS(=O)(=O)c1ccc2[nH]cc(C(=O)NCc3ccco3)c(=O)c2c1	i	1%	-0.1%	-4.3%	i	?	4%	3.1%	-4%	-26%	-9%
CCOC(=O)N1CCN(CC(=O)Nc2c(C(=O)OC)[nH]c3cccc(Cl)c23)CC1	i	3%	-0.1%	-1.4%	i	?	-9%	-0.3%	-3%	-4%	-2%
O=C(c1cnccn1)N1CCC[C@@]2(CCN(Cc3ccccc3)C2)C1	i	2%[9.22 µM]	-4.8%	2.1%	i	-1%	-6%	-5.7%	-5%	2%	-1%
COc1ccc(-c2nc(CS(=O)CC(=O)NCc3cccnc3)c(C)o2)cc1 (configuration not stated)	/	/	0.2%	-0.8%	/	-3%	4%	-1.6%	-6%[2.3 µM]	-6%	0%
COC(=O)c1cc(-c2ccc3ccccc3c2)[nH]c(=O)c1C#N	2.2e-07M*	5%[9.22 µM]	2.0%[15.4 µM]	3.1%[9.22 µM]	2.4e-07M*	17%[7.6 µM]	-6%[11.4 µM]	-0.9%[15.4 µM]	-3%[11 µM]	30%[11.4 µM]	-10%[9.17 µM]
C#CCOC(=O)[C@H](N)CC(N)=O	i	2%[9.22 µM]	-2.1%[15.4 µM]	1.8%[9.22 µM]	i	-3%[7.6 µM]	-3%[11.4 µM]	-0.7%[15.4 µM]	-1%[11 µM]	11%[11.4 µM]	3%[9.17 µM]
Nc1ncnc2nc(N3CCN(CCO)CC3)[nH]c12	i	21%[9.22 µM]	0.4%[15.4 µM]	-0.3%[9.22 µM]	i	7%[7.6 µM]	-5%[11.4 µM]	0.3%[15.4 µM]	-2%[11 µM]	0%[11.4 µM]	-2%[9.17 µM]
Clc1cccc(OCCN2CCOCC2)c1	i	0%	0.7%	/	i	6%	-9%	-2.1%	1%	2%	5%
Cc1ccccc1NS(=O)(=O)c1ccc(F)cc1	i	-2%	0.7%	-0.4%	i	-9%	-5%	-0.8%	-4%	-1%	-7%
CCOC(=O)C1CCN(C(=O)CN(c2ccc(Cl)c(C(F)(F)F)c2)S(C)(=O)=O)CC1	/	2%	0.4%	0.0%	/	6%	-4%	1.2%	-2%	-11%	3%
COc1ccc(-c2noc(CN3CCOCC3)n2)cc1OC	i	-1%	-3.1%	1.6%	i	9%	8%	-0.1%	-4%	6%	10%
CCc1cccc(NC2c3ccccc3C(=O)N2c2cccnc2)c1 (configuration not stated)	/	/	-0.5%	-0.2%	/	4%	1%	-1.2%	-2%[2.3 µM]	0%	-13%
c1ccc(-c2nc3ccccc3nc2N2CCOCC2)cc1	2e-07M*	1%	-0.7%	0.0%[57.5 µM]	2.4e-07M*	?	-1%	-0.7%	15%	-19%	6%
CCN1C(=O)c2ccccc2S(=O)(=O)c2ccc(C(=O)NCc3cccnc3)cc21	/	7%	1.7%	0.0%	/	4%	-11%	-1.5%	-4%	3%	-19%
CS(=O)(=O)Nc1cccc(-c2nc(NC3CC3)c3ccccc3n2)c1	i	-2%[9.22 µM]	-1.7%	0.9%	i	?	12%	-2.6%	-7%	-6%	-7%
O=C1CSC(=S)N1CC1CCCO1 (configuration not stated)	i	4%	1.8%	1.1%[57.5 µM]	i	-3%	?	0.5%	-1%	-17%	3%
Cc1ccc([N+](=O)[O-])cc1N	/	/	-0.9%	0.1%	/	-7%	-9%	0.7%	-2%	4%	/
O=c1c2c3c(sc2nc2n1CCCCC2)CCCC3	/	0%	-0.5%	-0.1%[9.22 µM]	/	?	-8%	3.2%	1%	?	14%
O=c1[nH][nH]c(=O)c2cc([N+](=O)[O-])ccc12	/	/	1.5%	0.2%	/	-4%	5%	-0.5%	?	-2%	/
Cc1ccc(S(=O)(=O)NCC(=O)N(CC(=O)NCc2ccco2)Cc2ccc3c(c2)OCO3)cc1	i	0%	-0.5%	/	i	-15%	-4%	-0.2%	-4%	5%	0%
O=C(Nc1cccc2nsnc12)c1ccc(F)cc1	1.4e-08M*	0%	-1.5%	0.7%	1.6e-08M*	-19%	-2%	0.9%	17%	-16%	3%
Cc1cccc(C)c1NC(=O)Cn1c(=O)n(CCC(=O)NCc2ccco2)c(=O)c2sccc21	i	1%	-0.6%	-2.3%	i	?	-1%	-2.7%	-3%	-8%	10%
Cc1ccc(-n2c(SCC3CCCCO3)nnc2-c2ccco2)cc1 (configuration not stated)	i	-3%	-0.9%	-0.5%	i	?	-1%	-0.4%	-1%	-1%	-8%
COc1ccc([C@@H]2CC(=O)c3c(O)cc(O[C@@H]4O[C@@H](CO[C@@H]5O[C@@H](C)[C@@H](O)[C@@H](O)[C@H]5O)[C@@H](O)[C@@H](O)[C@H]4O)cc3O2)cc1O	i	-2%[9.22 µM]	/	/	i	-10%	-7%	/	-3%	/	-4%
Cc1onc(-c2ccccc2Cl)c1C(=O)Nc1ccc(F)c(F)c1	i	-1%	1.5%	/	i	-7%	-4%	-0.2%	13%	-7%	-5%
Oc1c([C@H](Nc2ccccn2)c2ccccc2)ccc2cccnc12	i	6%[9.22 µM]	0.1%[15.4 µM]	2.4%[9.22 µM]	i	9%[7.6 µM]	-11%[11.4 µM]	-1.0%[15.4 µM]	?	-15%[11.4 µM]	-4%[9.17 µM]
COc1ccccc1N1CCN(c2ncnc3c2oc2ccccc23)CC1	i	3%	-0.4%	12%[0.369 µM]	i	-10%	7%	-4.6%	?	-10%	-1%
O=C(CSC1=Nc2ccccc2C2=NC(c3ccccc3)C(=O)N12)NCC1CCCO1 (configuration not stated)	7.5e-07M*	-1%	0.2%	-0.7%	5.9e-07M*	-8%	-6%	-4.0%	1%	6%	12%
COc1ccccc1-c1nc(NCc2ccccc2)c2ccccc2n1	i	-1%[9.22 µM]	-1.9%	-1.3%	i	5%	-12%	2.8%	-5%	-2%	-7%
